CHT PAM – human CHT allosteric activation; CHT-expressing cells, membrane potential dye, choline EC20; active compounds read high; LV-AA mutant CHT in HEK293 cells; B-score at 10 µM; 0.49% of 310,000 active;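 active = initial fluorescence not abnormally high and integrated response B-score, plate-corrected, over 3 SD above library mean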
Target sequence (Q9GZV3 whole entry, looked up): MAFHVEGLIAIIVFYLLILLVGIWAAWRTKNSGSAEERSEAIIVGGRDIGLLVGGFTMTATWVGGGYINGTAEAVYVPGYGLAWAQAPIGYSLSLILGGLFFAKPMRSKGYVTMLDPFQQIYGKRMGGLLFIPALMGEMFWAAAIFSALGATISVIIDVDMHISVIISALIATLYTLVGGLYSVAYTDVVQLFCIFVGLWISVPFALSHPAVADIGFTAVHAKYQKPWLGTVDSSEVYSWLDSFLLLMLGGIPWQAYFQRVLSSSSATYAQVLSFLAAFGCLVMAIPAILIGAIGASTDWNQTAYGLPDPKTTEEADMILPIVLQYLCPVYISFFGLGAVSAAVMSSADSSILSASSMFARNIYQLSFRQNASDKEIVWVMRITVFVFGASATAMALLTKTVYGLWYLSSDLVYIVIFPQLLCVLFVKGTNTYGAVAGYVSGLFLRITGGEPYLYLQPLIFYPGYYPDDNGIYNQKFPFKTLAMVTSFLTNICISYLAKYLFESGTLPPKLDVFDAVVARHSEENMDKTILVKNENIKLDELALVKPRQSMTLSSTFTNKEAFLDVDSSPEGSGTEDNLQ
OX1R antag – human HCRTR1 antagonism; O43613; 0.43% of 330,000 active; inhibition, % at 5 µM; AID 434989; CHO/OX1R cells, Fluo-8 calcium fluorescence, orexin A;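 active = inhibition above its plate's threshold, mean inhibition of all tested compounds on the plate plus 3 SD, cut at about 37% in these data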;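 note: 0% = orexin A challenge wells and 100% = SB-334867-A antagonist wells; not every result past the cut was called active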
Target sequence (O43613 whole entry, looked up): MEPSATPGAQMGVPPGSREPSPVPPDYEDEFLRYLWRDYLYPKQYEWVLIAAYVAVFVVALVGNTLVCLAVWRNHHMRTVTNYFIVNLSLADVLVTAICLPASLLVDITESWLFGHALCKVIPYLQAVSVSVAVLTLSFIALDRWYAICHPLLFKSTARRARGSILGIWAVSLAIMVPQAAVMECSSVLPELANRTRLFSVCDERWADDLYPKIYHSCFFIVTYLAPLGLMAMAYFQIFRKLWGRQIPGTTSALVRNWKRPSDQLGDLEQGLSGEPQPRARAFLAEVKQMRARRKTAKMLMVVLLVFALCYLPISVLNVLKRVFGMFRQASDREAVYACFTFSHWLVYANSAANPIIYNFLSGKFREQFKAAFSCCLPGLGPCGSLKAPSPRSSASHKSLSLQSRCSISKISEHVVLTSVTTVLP
* hit, by the source's call; i = inactive; x = not tested or not shown.

Every second line gives: OX1R antag | CHT PAM
O=C(NC1(C(F)(F)F)NC(=O)N(c2ccccc2F)C1=O)c1ccncc1 (stereo not given)
 : -7 | i
COc1ccc(OC)c2[nH]c(=O)c(CCNC(=O)c3ccc4c(c3)OCO4)cc12
 : -23 | i
CCN(CC)S(=O)(=O)c1cccc(-c2nnc(SCC(N)=O)n2CCc2ccccc2)c1
 : -27 | i
CN(C)CCCCOc1ccc(Br)cc1Cl
 : -8 | i
Cc1ccc(N(C(=O)c2csnn2)C(C(=O)NC2CCCC2)c2cccnc2)cc1 (stereo not given)
 : -24 | i
O=C(c1ccc(S(=O)(=O)N2CCOCC2)cc1)N1CCN(S(=O)(=O)c2ccc(Cl)s2)CC1
 : -16 | i
Cc1cccc(NC(=O)CN2CCN(CC(=O)Nc3cccc(C)c3)CC2)c1
 : -17 | i
O=C(CN1CCC(N2CCCCC2)CC1)N1CCOCC1
 : -14 | i
O=C(O)Cc1ccc(N=Nc2c(O)c(C(=O)O)cc3ccccc23)cc1
 : -11 | i
CC1(OC(=O)c2cccs2)C(=O)C=C2C=C(c3ccc(C#N)cc3)OC=C2C1=O (stereo not given)
 : 1 | i
CCCc1cc(Nc2ccc(C)cc2)n2ncnc2n1
 : x | i
CC1(C)O[C@@H]2[C@@H](CO[C@@]3(COS(N)(=O)=O)OC(C)(C)O[C@@H]23)O1
 : 6 | i
CCO/N=C(/c1nonc1N)N1CCN(c2ccc([N+](=O)[O-])cc2)CC1
 : -7 | i
O=C1/C(=C/c2ccc(F)cc2)CCC1C1CCCC1 (stereo not given)
 : -10 | i
C[C@@H]1CN([C@H](C)CO)C(=O)c2cc(NS(=O)(=O)c3cccs3)ccc2O[C@H]1CN(C)Cc1ccccc1
 : -29 | x
Cc1ccccc1CC(=O)Nc1cccnc1
 : -19 | i
CC1=NNC(=O)C1CCC(=O)N/N=C\c1cccc(Cl)c1 (stereo not given)
 : -16 | i
O=C(NCC(c1ccco1)N1CCc2ccccc2C1)c1cccc([N+](=O)[O-])c1 (stereo not given)
 : 3 | i
COc1ccccc1N1CCN(C(=O)Cc2ccc(Cl)cc2)CC1
 : -15 | i
CC1Cc2ccccc2N1C(=O)c1cc2sccc2n1Cc1ccc(F)cc1 (stereo not given)
 : 9 | i
Cn1c(CC(=O)NNC(=O)c2ccccc2[N+](=O)[O-])nc2ccccc21
 : 2 | x
O=S(=O)(NCc1c(Cl)cccc1Oc1ccccc1)c1ccccc1
 : -13 | i
O=C(Nc1nnc(C23CC4CC(CC(C4)C2)C3)s1)c1ccc(N2C(=O)CCC2=O)cc1
 : -20 | i
Cc1ccc(-c2cc(C#N)c(=O)n(Cc3c(Cl)cccc3Cl)c2)cc1
 : -14 | i
CC(C)(C)C(=O)Nc1ccccc1N1CCN(c2ccc(F)cc2)CC1
 : -31 | i
Cc1cccc(N2CCN(C(=O)C(C)n3nc(C)n4c(cc5occc54)c3=O)CC2)c1C (stereo not given)
 : -10 | i
CC(C)c1cc(NCCCN2CCOCC2)n2c(nc3ccccc32)c1C#N
 : -3 | i
COc1ccccc1-c1oc2ccccc2c1C#CC(C)(C)O
 : -1 | x
CCc1ccc(OCC(=O)NNC(=O)Cc2cccs2)cc1
 : -10 | i
COC(=O)C1CCN(CC(=O)Nc2ccc(OC)c(Cl)c2)CC1
 : -16 | i
COc1ccc(-n2nc(C(=O)NCC(=O)Nc3cc(Cl)c(OC)cc3OC)c3ccccc3c2=O)cc1
 : -30 | i
CC1(c2ccc(Cl)cc2)NC(=O)N(CC(=O)Nc2cccnc2Cl)C1=O (stereo not given)
 : -5 | i
COC(=O)[C@H](Cc1ccccc1)NC(=O)N(C)Cc1ccccc1
 : -16 | i
Oc1cccc(NC(=S)Nc2ccc(SC(F)F)cc2)c1
 : -2 | i
Cc1ccc(Cl)cc1N=C(N)N=C(N)N
 : 7 | i
COc1ccc(C2Sc3nncn3N2Cc2ccc(C#N)cc2)cc1 (stereo not given)
 : 7 | i
O=C(Nc1ccccc1C(=O)N1CCOCC1)C1CC(=O)N(c2ccc(F)cc2)C1 (stereo not given)
 : -7 | i
COc1ccc(N(CC(=O)NCc2ccccc2OC)S(=O)(=O)c2ccccc2[N+](=O)[O-])c(OC)c1
 : 14 | i
Cc1csc(NC(=O)CCC(=O)c2cccs2)n1
 : -10 | i
CCCc1cc(C(=O)Nc2cc(C)nn2-c2ccccc2)no1
 : -24 | i
Cc1cc(C)n2nc(SCc3cccc(S(=O)(=O)N(C)C)c3)nc2n1
 : -10 | i
CCCNC(=O)Nc1ccc2c(c1)nc(C)n2C
 : 0 | i
N/C(=N\OC(=O)c1ccco1)c1ccccc1
 : -28 | i
Cc1ccsc1C=Nc1ccc(O)cc1
 : -4 | i
Cc1cccc(N2C(=NC(=O)c3ccccc3)SC3CS(=O)(=O)CC32)c1 (stereo not given)
 : -16 | i
O=C(Nc1cccnc1)c1ccc(COCC(F)(F)F)cc1
 : 0 | i
Cc1ccccc1N=C1NC(=O)/C(=C/c2cccn2C)S1
 : -4 | i
COc1ccc(OC)c(N/C=C/C(=C(C#N)C#N)N(C)C)c1
 : -24 | i
Cc1cc(C(=O)OCC(=O)N2CCN(c3ccccc3)CC2)c2ccccc2n1
 : -8 | i
CC(=O)Nc1ccc(S(=O)(=O)Nc2nc3ccccc3nc2Nc2cccc(S(N)(=O)=O)c2)cc1
 : -2 | i
COc1ccc(CN(CC2CCCO2)C(=O)CN2C(=O)C(C)Oc3ccc(C)cc32)cc1OC (stereo not given)
 : -22 | i
O=C(N1CCOCC1)N1CCN(C(c2ccccc2)c2ccccc2)CC1
 : -22 | i
Cc1nnc(SCC(=O)Nc2ccc3c(c2)OCO3)n(N)c1=O
 : 2 | i
COc1ccc(S(=O)CC(=O)Nc2ccc(Cl)cc2Cl)cc1 (stereo not given)
 : -18 | i
O=C(COC(=O)c1ccncc1)NCCCc1ccccc1
 : -22 | i
CN(C)S(=O)(=O)c1ccc(Cl)c(NC(=O)COC(=O)C2CCCO2)c1 (stereo not given)
 : -10 | i
COc1ccc(Nc2ncc(C(=O)N3CCC(C(N)=O)CC3)c3ccccc23)cc1
 : -2 | i
CC1CN(C(=O)c2ccc(Br)c(S(=O)(=O)N3CCOCC3)c2)CC(C)O1 (stereo not given)
 : 4 | x
O=C(Oc1cccnc1)c1ccc([N+](=O)[O-])cc1Cl
 : 1 | i
CCOc1ccc(C2CC(=O)NC2=O)cc1 (stereo not given)
 : -15 | i

Some of the entries above, reformatted.
Compound	OX1R antag	CHT PAM
O=C(COC(=O)c1ccncc1)NCCCc1ccccc1	-22	i
Cc1nnc(SCC(=O)Nc2ccc3c(c2)OCO3)n(N)c1=O	2	i
Cc1cc(C)n2nc(SCc3cccc(S(=O)(=O)N(C)C)c3)nc2n1	-10	i

More structures follow:
Every second line gives: OX1R antag | CHT PAM
CC(C)CNC(=O)c1cccc2c1-c1ccccc1C2=O
 : -36 | i
COc1ccc(C(=O)NCC(c2cccs2)N2CCOCC2)cc1OC (stereo not given)
 : -12 | x
NNc1nc(-c2ccccc2Cl)c2cc(Br)ccc2n1
 : -23 | i
OC[C@@H]1[C@@H](c2ccc(F)cc2)C(c2ccccc2)=NN1c1ccccc1
 : 0 | x
Cc1ccc2c(CC(=O)OC(C)C(=O)Nc3ncc(Cl)cc3Cl)coc2c1 (stereo not given)
 : -33 | i
CN(C(=O)C1CCCO1)c1nnc(-c2cnccn2)s1 (stereo not given)
 : -5 | i
Cc1nc(C(C)NC(=O)c2cc(COc3ccc(F)c(F)c3)on2)cs1 (stereo not given)
 : 3 | i
Cc1cc(Nc2c(C)cccc2C)n2nc(C)nc2n1
 : -16 | i
Cn1c(Cl)cnc1C1CC(=O)c2cc(Cl)ccc2O1 (stereo not given)
 : -12 | i
CCOC(=O)Cn1c(=S)[nH]c2c(oc3ccc(Cl)cc32)c1=O
 : -19 | i
CS(=O)(=O)N(CC(=O)NC1CCCCCC1)Cc1ccccc1
 : 0 | i
COC(=O)CSc1snnc1-c1ccc(Cl)cc1Cl
 : -15 | i
COc1ccccc1OCc1n[nH]c(=S)n1Cc1ccccc1
 : -18 | i
CC(NC(=O)CCNC(=O)c1ccc(Br)cc1)c1ccc(S(N)(=O)=O)cc1 (stereo not given)
 : -1 | i
CC(C)[C@H](NC(N)=O)C(=O)NCCc1ccc(Cl)cc1
 : -25 | i
O=C(NCc1csc(-c2cccs2)n1)Nc1ccc(C(F)(F)F)cc1
 : -15 | i
CSc1nc(-c2ccc(Cl)cc2)c(C#N)c(=O)[nH]1
 : -13 | i
CCn1c(=O)cc(SCC(=O)N2CCC(C)CC2)c2ccccc21
 : -17 | i
CCN(CC)S(=O)(=O)c1cccc(C(=O)N/N=C/c2cccc(O)c2O)c1
 : -19 | i
Cc1ccc(NC(=O)Cc2ccc(Cl)cc2)cc1S(=O)(=O)N1CCCCCC1
 : -10 | x
Cc1ccc(CNC(=O)c2ccc(N3CCC4(CC3)CC(c3ccccc3)=NO4)c(NC(=O)c3ccco3)c2)cc1
 : -14 | i
Cc1ccc(NC(=O)NC2C(NC(=O)Nc3ccc(C)cc3)N(C)C(=O)N2C)cc1 (stereo not given)
 : -24 | i
O=C(CCS(=O)(=O)c1ccccc1)Nc1ccccn1
 : -11 | i
O=C(NNc1cccc(Cl)n1)c1ccccc1CC[N+](=O)[O-]
 : -12 | i
Cc1ccc(CC(=O)NCc2cccnc2)cc1
 : 0 | i
CCOc1ccc(CNC(=S)Nc2ccccc2)cc1Cl
 : -17 | i
S=C(Nc1ccccn1)c1ccccn1
 : 2 | i
CCOc1ccc(C2=[N+]([O-])C(C)(C)N(O)C2(C)C)cc1
 : -19 | i
CCC(CC)C(=O)c1c[nH]c(C(=O)NCc2ccc(F)cc2)c1
 : -20 | i
COc1ccc(-n2nc(C(=O)NCC(=O)NC3CCCCCC3)c3ccccc3c2=O)c(OC)c1
 : -46 | i
C[C@H](CO)N1C[C@H](C)[C@@H](CN(C)Cc2ccc(Cl)c(Cl)c2)Oc2c(NC(=O)C3CCOCC3)cccc2C1=O
 : -32 | x
COc1ccc(C(=O)Nn2cnc3ccccc3c2=O)c(OC)c1
 : -15 | i
CC1(c2ccccc2Cl)NC(=O)N(CC(=O)NCc2ccc3c(c2)OCO3)C1=O (stereo not given)
 : -15 | i
O=C(O)Cc1ccc2ccc3ccccc3c2c1
 : -13 | i
COc1ccc(S(=O)(=O)NNC(=O)Nc2ccc(F)cc2)cc1
 : -17 | i
Cc1cc(NC(=O)CSCC(=O)Nc2nc3ccccc3s2)no1
 : 3 | x
COC(=O)c1ccc(Cn2cc(/C=C\[N+](=O)[O-])c3ccccc32)o1
 : -7 | i
CCOc1ccc(-n2c(-c3ccccc3)c[nH]c2=S)cc1
 : -10 | i
Cc1ccc(Oc2c(C(N)=O)cc([N+](=O)[O-])cc2[N+](=O)[O-])cc1
 : -3 | i
O=C(CN1C2CCC1CC(NC(=O)Nc1ccccc1)C2)NCc1ccco1 (stereo not given)
 : -35 | i
O=c1c2cnn(-c3ccccc3)c2nc(-c2cccs2)n1-c1ccc(Cl)cc1
 : -8 | i
CC(C)(C)c1ccc(-c2n[nH]c(=S)n2CC2CCCO2)cc1 (stereo not given)
 : -24 | i
COc1cc(NC(=O)c2cc([N+](=O)[O-])ccc2N2CCOCC2)ccc1NC(=O)c1ccco1
 : -21 | i
O=C(CN1CCOCC1)Nc1nc2ccc(Cl)cc2s1
 : 1 | i
Cc1cnc(C(=O)OCC(=O)Nc2ccc(Br)c(C)c2)cn1
 : -16 | x
CCCCOc1ccc(-c2nnn(C(C)C(=O)OCC)n2)cc1 (stereo not given)
 : -15 | i
O=C(CSc1nnc(-c2ccc(Cl)cc2)n1CC1CCCO1)NC1CCS(=O)(=O)C1 (stereo not given)
 : -19 | i
COCCCN1C(=O)c2ccc(C(=O)Nc3ccc(OC)cc3OC)cc2C1=O
 : -29 | i
Cc1sc2ncnc(N3CCC(C(=O)Nc4nc5ccc(Cl)cc5s4)CC3)c2c1C
 : -31 | i
O=S(=O)(c1ccc(OCC(O)CN2CCC(Cc3ccccc3)CC2)cc1)N1CCOCC1 (stereo not given)
 : -25 | i
CCc1ccc(NC(=O)C2CCN(S(=O)(=O)c3c(C)noc3C)CC2)cc1
 : -22 | i
Cc1cc(NC(=O)C(C)SCC(=O)Nc2ccc(SC(F)F)cc2)no1 (stereo not given)
 : 0 | i
CC1CCCC(NC(=O)c2ccc3c(SCC(=O)O)c4c(nc3c2)CCC4)C1C (stereo not given)
 : -7 | i
C(=N\n1cnnc1)/c1nc2ccccc2[nH]1
 : -10 | i
Cc1ccc(CN(C(=O)c2ccco2)C2CCS(=O)(=O)C2)cc1 (stereo not given)
 : -4 | i
Cc1ccc(-n2c(Cc3cccn3C)nnc2SCC(=O)N2CCN(c3ccccc3)CC2)cc1
 : -26 | i
CCCNC(=O)C(Cc1cccc(Cl)c1)NC(=O)c1ccc(C#N)cc1 (stereo not given)
 : -23 | x

Full records from above. Values in the order: OX1R antag	CHT PAM
Listed for O=S(=O)(c1ccc(OCC(O)CN2CCC(Cc3ccccc3)CC2)cc1)N1CCOCC1 (stereo not given) → -25	i
Listed for CCCNC(=O)C(Cc1cccc(Cl)c1)NC(=O)c1ccc(C#N)cc1 (stereo not given) → -23	x
Listed for Cc1cc(NC(=O)C(C)SCC(=O)Nc2ccc(SC(F)F)cc2)no1 (stereo not given) → 0	i

Some of these compounds in order of their number in OX1R antag, descending.
Structure | OX1R antag
Cc1ccccc1N=C1NC(=O)/C(=C/c2cccn2C)S1 | -4
Cc1cc(Nc2c(C)cccc2C)n2nc(C)nc2n1 | -16
CCCNC(=O)C(Cc1cccc(Cl)c1)NC(=O)c1ccc(C#N)cc1 (stereo not given) | -23
Cc1ccc(N(C(=O)c2csnn2)C(C(=O)NC2CCCC2)c2cccnc2)cc1 (stereo not given) | -24

This is a random part of the collection; 0.83% or so of the library scored in one or more.
